Source: PubChem
aSyn rescue: inhibitors of alpha-synuclein toxicity in yeast; Yeast expressing alpha-synuclein, growth rescue, BacTiter-Glo, 24 h; Potency, µM (doses to about 46.1 µM), for inactives: top-dose growth rescue (activation), hits mostly activators; actives 0.14% (n = 370,000); note: % of control where 0% means no effect; nearly all actives have a fitted effect of over 65% in size
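Galactose-induced alpha-syn yeast (OD600=0.02, raffinose-pregrown) + pinned cpd, 24 hr, 30 deg C; growth by BacTiter-Glo luminescence. Growth restoration scores as activation.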
EPAC2 agonist: activates human EPAC2 exchange factor | actives 0.079% (n = 360,000) | EPAC2 activation, biochemical qHTS; response scale: 100% = 6.5 mM cAMP response | Potency, µM (doses to about 154 µM), inactives show at the top dose activation, actives largely listed as activators | AID 720711; note: nearly all actives have a fitted effect of over 50% in size
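Each well held 100 nM EPAC2, 250 nM RAP1B-BODIPY-GDP and 50 uM GDP. Fluorescence, read at 5-min intervals to 30 min, was referenced to a 6.5 mM cAMP positive control.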
EPAC1 antag: EPAC1 (human) antagonism. O95398. EPAC1 GEF assay, Rap1b-BODIPY-GDP exchange fluorescence. Potency, µM (top dose mostly 115 µM), for inactives: at the top dose activity change, negative = inhibition, hits mostly inhibitors. actives 0.14% (n = 360,000). AID 720709;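 note: plate controls were vehicle for no effect and positive control for full effect; nearly all actives have a fitted effect of over 50% in size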
TDP-43 yeast inh: rescues yeast growth from TDP-43 toxicity | TDP-43 expressing yeast growth rescue, BacTiter-Glo, 24 h | Potency, µM (doses to about 46.1 µM), for the others: top-dose growth rescue (activation), most hits filed as activators | actives 1.8% (n = 410,000); note: % of control where 0% means no effect; nearly all actives have a fitted effect of over 50% in size
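Luminescence from BacTiter-Glo reports growth of TDP-43-expressing yeast after 24 hr at 30 deg C with compound. Cells were raffinose-pregrown to mid-log, then seeded in galactose medium at OD600=0.02.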
FUS yeast rescue: suppressors of FUS proteinopathy in yeast. actives 0.24% (n = 390,000). AID 1347120. S. cerevisiae FUS-expressing, growth rescue, OD600, 24 h. Potency, µM (highest dose often 76.6 µM), without a hit: at the top dose growth rescue (activation), hits mostly activators;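 note: plate controls were DMSO vehicle for no effect and reference control for full effect; nearly all actives have a fitted effect of over 55% in size; some results filed as inactive show a strong effect at the top dose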
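S. cerevisiae expressing FUS from galactose induction served as the toxicity model. Growth after 24hr at 30C, read as absorbance at 600 nm, indicates suppression of toxicity; compounds dosed at several concentrations.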
EPAC2 antag: blocks human EPAC2 exchange factor; actives 0.18% (n = 360,000); EPAC2 GEF exchange of Rap1B-BODIPY-GDP, fluorescence; Potency, µM (doses to about 114 µM), inactives show at the highest dose activity, negative = inhibition, actives largely listed as inhibitors; AID 720708; note: % is set by controls: 0 for no effect and ±100 for the full control effect; nearly all actives have a fitted effect of over 45% in size; many of its hits are not listed in these tables
EPAC1 ag: agonists of human EPAC1; actives 0.073% (n = 360,000); O95398; AID 720707; Potency, µM (top dose mostly 154 µM), inactives show at the top dose activation, usual class: activators; EPAC1 agonist qHTS, biochemical assay; response scale: 100% = response to 6.5 mM cAMP; note: nearly all actives have a fitted effect of over 60% in size
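EPAC1 100 nM, Rap1B–BODIPY-GDP 250 nM, unlabeled GDP 50 uM; compound titration; 5 min RT; kinetic read ex480/em540 at 5-min intervals ×30 min; data normalized to 6.5 mM cAMP agonist control.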
PTHR1 agonist: agonists of human PTHR1 parathyroid hormone receptor; Q03431; HEK293 GP2 PTHR1 cells, GloSensor cAMP luminescence, 1 h; Potency, µM (series often up to 115 µM), without a hit: at the top dose activation, actives largely listed as activators; actives 0.075% (n = 410,000); AID 743266; note: nearly all actives have a fitted effect of over 55% in size; some results filed as inactive show a strong effect at the top dose; inactives centre near -15; many of its hits are not listed in these tables
Target sequence (Q03431 whole entry, looked up): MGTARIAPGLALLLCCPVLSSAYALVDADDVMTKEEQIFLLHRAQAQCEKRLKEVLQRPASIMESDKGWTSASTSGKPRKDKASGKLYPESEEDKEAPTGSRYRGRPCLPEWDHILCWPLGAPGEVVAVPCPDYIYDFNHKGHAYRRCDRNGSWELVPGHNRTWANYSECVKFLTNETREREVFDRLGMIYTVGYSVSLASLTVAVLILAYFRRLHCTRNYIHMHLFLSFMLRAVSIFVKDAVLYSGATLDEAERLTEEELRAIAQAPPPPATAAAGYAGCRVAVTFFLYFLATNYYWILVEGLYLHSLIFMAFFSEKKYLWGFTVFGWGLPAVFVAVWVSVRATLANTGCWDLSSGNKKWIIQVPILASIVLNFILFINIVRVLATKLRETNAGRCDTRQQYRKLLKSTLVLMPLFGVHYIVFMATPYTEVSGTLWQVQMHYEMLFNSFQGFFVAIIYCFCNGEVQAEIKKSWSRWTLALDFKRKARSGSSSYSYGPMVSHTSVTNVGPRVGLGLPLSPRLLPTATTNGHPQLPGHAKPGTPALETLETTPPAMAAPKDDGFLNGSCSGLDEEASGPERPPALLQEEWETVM
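HEK-293-derived GP2 cells expressing PTHR1 and a GloSensor cAMP reporter, 3,000/well, plated overnight, given luciferin plus IBMX (each 0.5 mM as added) for 1 h at 37 °C, then compound for 1 h at 37 °C. Luminescence was read after 15 min at room temperature.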
* = called active by the depositor; i = inactive; ? = inconclusive; nt = no result given; [ ] = dose if it differs, or a comment. Calls come from the whole dose curve; as a rule, active = well fitted curve in the direction sought with a large enough effect; inconclusive = small, poorly fitted or top-dose-only effect, or another doubt; inactive = no such curve, though single readings can be large; an effect the other way counts as inactive or inconclusive. Potency is the fitted concentration of half-maximal effect. The list is partial; count on the stated rates, not on these rows.

Below each compound: aSyn rescue	EPAC2 agonist	EPAC1 antag	TDP-43 yeast inh	FUS yeast rescue	EPAC2 antag	EPAC1 ag	PTHR1 agonist
1. O=C(Cn1cc(COc2ccc(Cl)c(Cl)c2)nn1)NS(=O)(=O)c1ccccc1OC(F)(F)F
    -2%	5%	?	7%	5%	?	-5%	-20%
2. O=C(Cn1nc(-c2ccccc2)nc1-c1ccccc1)N1CCOCC1
    -4%	-2%	15%	-4%	20%	16%	1%	-5%[57.5 µM]
3. Cn1c(=O)c2c(ncn2CC(COCc2ccc(Cl)cc2)OCc2ccc(Cl)cc2)n(C)c1=O (centres undefined)
    6%	1%	-5%	?	?	-2%	0%	-21%[57.5 µM]
4. COc1cccc(NC(=O)NC2CCN(Cc3nnnn3Cc3ccc4c(c3)OCO4)CC2)c1
    2%	12%	8%	23%	-3%	-4%	12%	-12%
5. COc1ccc2nc(SCC(=O)N3CC(=O)Nc4ccccc43)c(C#N)cc2c1
    -4%	11%	16%	-13%	27%	-4%	17%	-14%[57.5 µM]
6. CC1(C(=O)NS(=O)(=O)c2ccccc2)CCN1C(=O)C/C=C/c1ccccc1 (centres undefined)
    -1%	3%	-10%	-6%	-5%	-17%	-9%	20%
7. O=C(Nc1ccccc1)Nc1nncs1
    -1%	-3%	3%	1%	2%	-2%	3%	-6%
8. CCN(CC)S(=O)(=O)c1cc(C(=O)OCC(=O)NC2CCCc3ccccc32)ccc1C (centres undefined)
    3%	6%	12%	24%	nt	-2%	5%	-31%[inhibitor]
9. O=C(Nc1ccccn1)c1ccc(Cl)c(S(=O)(=O)N2CCCCCC2)c1
    -22%	16%	?	-25%	34%	-13%	14%	-80%[inhibitor]
10. CCOC(=O)c1c(-c2ccc(OC)cc2)csc1NC(=O)CNCc1ccco1
    4%	4%	-21%	8%	nt	-10%	10%	-24%
11. Cc1nc2c3ccccc3nc(NNC(=O)CCC(=O)NC(C)C)n2n1
    -1%	0%	3%	2%	5%	11%	-4%	i
12. COc1cccc(-c2nc(CS(=O)CC(=O)NC3CCCC3)c(C)o2)c1 (centres undefined)
    10%	14%	-6%	21%	-14%	-9%	-1%	-10%
13. O=C(c1cc2ccccc2oc1=O)N(Cc1ccco1)CC1CCCO1 (centres undefined)
    9%	4%	-4%	-15%	18%	2%	7%	-4%[57.5 µM]
14. O=C(Nc1ccc(C(=O)N2CCCCC2)cc1)c1cccs1
    -8%	8%	1%	-31%[inhibitor]	-15%	20%	2%	i
15. O=C(O)c1ccccc1C(=O)NNC(=O)C(c1ccccc1)c1ccccc1
    14%	11%	9%	23%	7%	6%	3%	i
16. Cn1cc(SCC(=O)NCCc2ccccc2)c2ccccc21
    10%	-2%	-22%	?	-15%	-2%	9%	-20%
17. C=CCOC(=O)C1=C(C)NC(=O)NC1/C=C/c1ccccc1 (centres undefined)
    -15%	0%	3%	-5%	-4%	1%[57.1 µM]	-4%	i
18. CCOC(=O)C1CCCN(C(=O)c2cnn3c(C(F)(F)F)cc(-c4ccccc4)nc23)C1 (centres undefined)
    2%	6%	-1%	-19%	?	4%	8%	i
19. O=C(c1cc2ccccc2oc1=O)N1CCN(c2ncccn2)CC1
    1%	-4%	14%	3%	9%	6%	-3%	i
20. COc1ccc2cc(C3(C)NC(=O)NC3=O)ccc2c1 (centres undefined)
    -2%	-6%	-15%	-11%	1%	-6%	7%	i
21. COCCN(C(=O)c1c(C)noc1C)c1c(N)n(CC(C)C)c(=O)[nH]c1=O
    -1%	-2%	4%	7%	nt	1%	11%	i
22. Cc1ccccc1-n1c(O)c(/C=N/N2CCCCC2c2cccnc2)c(=O)[nH]c1=O (centres undefined)
    1%	8%	-3%	14%	4%	14%	7%	i
23. O=S(=O)(c1ccc(Cl)c(C(F)(F)F)c1)N1CCN(CC(O)COCC2CCCO2)CC1 (centres undefined)
    -1%	4%	10%	0%	1%	3%	-2%	-9%
24. Cc1onc(-c2c(Cl)cccc2Cl)c1C(=O)N1CCN(c2ccccc2)CC1
    9%	18%	-3%	18%	-10%	-6%[57.1 µM]	-2%	-31%[inhibitor]
25. N#Cc1ccc(Cl)cc1NC(=O)COC(=O)c1ccc2c(c1)OCCO2
    1%	5%	-9%	-3%	14%	-6%	-5%	i
26. CCCC(C)NC(=O)COC(=O)c1cccc(NS(C)(=O)=O)c1 (centres undefined)
    0%	9%	14%	-11%	22%	22%	-12%	0%
27. Cc1ccc(NC(=O)CSc2nnnn2C2CCCC2)cc1S(=O)(=O)N1CCOCC1
    -2%	-4%	-6%	-1%	9%	2%	-4%	-17%
28. COc1ccc(C(N)c2csc(Nc3cc(Oc4ccccc4)ncn3)n2)cc1 (centres undefined)
    4%	0%	-7%	16%	17%	12%	-9%	i
29. O=C(CCCc1ccccc1)NCc1ccccc1Cl
    12%	6%	-8%	?	-3%	-5%	4%	i
30. Cc1cc(/C(O)=C2\C(=O)C(=O)N(CCN(C)C)C2c2ccncc2)ccc1OCc1ccccc1 (centres undefined)
    -2%	2%	-10%	23%	nt	-5%	7%	-12%
31. Cc1ccc(C)c(NC(=O)c2cc(-c3cccnc3)nc3ccccc23)c1
    -12%	-3%	13%	16%	-13%	1%	20%	-18%
32. CC(C)(C)NC(=O)CSc1nnc(-c2ccccn2)n1Cc1ccccc1
    3%	1%	-2%	8%	16%	-6%	8%	0%
33. Cc1cc(C)c2c(N)c(C(=O)Nc3ccc(F)cc3)sc2n1
    1%	12%	-6%	6%	30%	14%	7%	-27%
34. O=C1CSC(=Nc2ccc(Cl)cc2)N1Cc1ccco1
    -19%	10%	-5%	?	6%	?	9%	-22%
35. COc1ccc(C(CC(=O)O)NC(=O)OC(C)(C)C)cc1 (centres undefined)
    -2%	2%	-11%	24%	18%	10%	-2%	i
36. C=CC(=O)Nc1ccc(CN2C(=O)N(c3c(Cl)c(OC)cc(OC)c3Cl)Cc3cnc(NCCCCN(CC)CC)nc32)cc1
    1%	7%	-14%	-19%	17%	-3%	3%	i
37. O=C(Cn1ncc2c3ccccc3n(Cc3ccccc3)c2c1=O)N1CCN(c2ncccn2)CC1
    15%	11%	-17%	27%	?	-3%	6%	-5%[57.5 µM]
38. COC(=O)Cc1[nH]c(=S)[nH]c1C(=O)OC
    2%	13%	-7%	-28%	19%	2%	4%	3%
39. O=C(CSc1nnc(NC2CCCCC2)s1)NN1C(=O)NC2(CCCCC2)C1=O
    -4%	6%	-18%	8%	nt	-6%	-9%	i
40. Cc1ccc(C(=O)N2CCC(Cc3ccccc3)CC2)cc1S(=O)(=O)N1CCOCC1
    9%	-1%	-10%	12%	42%	-5%	9%	-13%

Eleven of these compounds in another layout:
nr	smiles	aSyn rescue	EPAC2 agonist	EPAC1 antag	TDP-43 yeast inh	FUS yeast rescue	EPAC2 antag	EPAC1 ag	PTHR1 agonist
1	O=C(Cn1cc(COc2ccc(Cl)c(Cl)c2)nn1)NS(=O)(=O)c1ccccc1OC(F)(F)F	-2%	5%	?	7%	5%	?	-5%	-20%
2	O=C(Cn1nc(-c2ccccc2)nc1-c1ccccc1)N1CCOCC1	-4%	-2%	15%	-4%	20%	16%	1%	-5%[57.5 µM]
3	Cn1c(=O)c2c(ncn2CC(COCc2ccc(Cl)cc2)OCc2ccc(Cl)cc2)n(C)c1=O (centres undefined)	6%	1%	-5%	?	?	-2%	0%	-21%[57.5 µM]
4	COc1cccc(NC(=O)NC2CCN(Cc3nnnn3Cc3ccc4c(c3)OCO4)CC2)c1	2%	12%	8%	23%	-3%	-4%	12%	-12%
5	COc1ccc2nc(SCC(=O)N3CC(=O)Nc4ccccc43)c(C#N)cc2c1	-4%	11%	16%	-13%	27%	-4%	17%	-14%[57.5 µM]
6	CC1(C(=O)NS(=O)(=O)c2ccccc2)CCN1C(=O)C/C=C/c1ccccc1 (centres undefined)	-1%	3%	-10%	-6%	-5%	-17%	-9%	20%
7	O=C(Nc1ccccc1)Nc1nncs1	-1%	-3%	3%	1%	2%	-2%	3%	-6%
8	CCN(CC)S(=O)(=O)c1cc(C(=O)OCC(=O)NC2CCCc3ccccc32)ccc1C (centres undefined)	3%	6%	12%	24%	nt	-2%	5%	-31%[inhibitor]
9	O=C(Nc1ccccn1)c1ccc(Cl)c(S(=O)(=O)N2CCCCCC2)c1	-22%	16%	?	-25%	34%	-13%	14%	-80%[inhibitor]
10	CCOC(=O)c1c(-c2ccc(OC)cc2)csc1NC(=O)CNCc1ccco1	4%	4%	-21%	8%	nt	-10%	10%	-24%
11	Cc1nc2c3ccccc3nc(NNC(=O)CCC(=O)NC(C)C)n2n1	-1%	0%	3%	2%	5%	11%	-4%	i

One compound at a time, from the list above. Values in the order: aSyn rescue | EPAC2 agonist | EPAC1 antag | TDP-43 yeast inh | FUS yeast rescue | EPAC2 antag | EPAC1 ag | PTHR1 agonist
Profile of COCCN(C(=O)c1c(C)noc1C)c1c(N)n(CC(C)C)c(=O)[nH]c1=O : -1% | -2% | 4% | 7% | nt | 1% | 11% | i
Profile of Cc1ccc(NC(=O)CSc2nnnn2C2CCCC2)cc1S(=O)(=O)N1CCOCC1 : -2% | -4% | -6% | -1% | 9% | 2% | -4% | -17%

Later entries:
Below each compound: aSyn rescue	EPAC2 agonist	EPAC1 antag	TDP-43 yeast inh	FUS yeast rescue	EPAC2 antag	EPAC1 ag	PTHR1 agonist
41. O=C(Nc1cccc(O)c1)c1cnn2cccnc12
    -11%	-10%	2%	-14%	19%	4%	-2%	-4%[57.5 µM]
42. Cc1ccccc1OCC(=O)N1N=C(c2cccnc2)CC1(O)C(F)(F)F (centres undefined)
    1%	-6%	-3%	0%	nt	-6%	-6%	-22%
43. Cc1snc(SCc2ccc(F)cc2)c1C#N
    4%	7%	-13%	-3%	-13%	?	14%	-1%
44. COc1ccccc1CC(=O)N1CCN(c2ccccc2F)CC1
    7%	2%	6%	?	-4%	4%	-13%	-60%[inhibitor]
45. CC(C)(C)NC(=O)CN(C(=O)CNC(=O)c1cccs1)c1ccc2c(c1)OCCO2
    2%	3%	9%	-16%	?	14%	1%	-14%[57.5 µM]
46. COc1cccc(OC)c1C(=O)Nc1cccc(-c2ccc(N3CCOCC3)nn2)c1
    -8%	8%	-23%	0%	?	-2%	-1%	-54%[inhibitor]
47. CC(C)(C)C(=O)/C=C1\SCC(=O)N1CC(=O)N1CCN(c2ccccc2)CC1
    -2%	-1%	0%	16%	25%	-3%	-4%	-31%[inhibitor]
48. COC(=O)c1ccc(-n2cncn2)c([N+](=O)[O-])c1
    1%	17%	-1%	-1%	-4%	-10%	3%	-28%
